PLK1 PBD inh: inhibitors of human PLK1 polo-box domain binding; P53350; Plk1 PBD binding of FITC phosphopeptide, fluorescence polarization; Potency, µM, for inactives: max response, negative = inhibition, hits mostly inhibitors; 2.8% of 360,000 active; AID 720504; further: potency means the concentration at half of the fitted maximal effect; series mostly up to about 57 µM; on the % scale 0 is the no-effect control and ±100 the full control effect; nearly all actives have a fitted effect of over 65% in size
FUS suppressor: rescues growth of FUS-expressing yeast. S. cerevisiae FUS-expressing, growth rescue, OD600, 24 h. Potency, µM (highest dose often 76.6 µM), for the others: at the top dose growth rescue (activation), usual class: activators. 0.24% of 390,000 active;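 further: potency means the concentration at half of the fitted maximal effect; plate controls were DMSO vehicle for no effect and reference control for full effect; nearly all actives have a fitted effect of over 55% in size; some results filed as inactive show a strong effect at the top dose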
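Compound concentration series was pinned onto galactose-induced FUS-expressing yeast seeded at OD 0.005. Plates sat 24hr at 30C; absorbance at 600 nm gave growth. DMSO served as background control.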
IL-2 act: activators of IL-2; IL-2 activation reporter assay, cell-based qHTS; stimulated with anti-CD3/CD4/CD28 beads; in transgenic mouse T cells; activation, % (series mostly up to about 46 µM); 0.065% of 360,000 active; in the data active means activation above about 50%; inconclusive means mostly about 30% to 49%; further: 0% is about no effect
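First, unstimulated transgenic mouse T cells were exposed to compound for 60 min. Next, anti-CD3/anti-CD4-coated beads with anti-CD28 were added. Finally, after 18 h at 37 degrees C, EGFP and DsRed were imaged.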
EPAC1 antagonist: EPAC1 (human) antagonism. O95398. EPAC1 GEF assay, Rap1b-BODIPY-GDP exchange fluorescence. Potency, µM (doses to about 115 µM), for the others: at the highest dose activity change, negative = inhibition, actives largely listed as inhibitors. 0.14% of 360,000 active. AID 720709;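 further: potency means the concentration at half of the fitted maximal effect; plate controls were vehicle for no effect and positive control for full effect; nearly all actives have a fitted effect of over 50% in size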
Target sequence (O95398 whole entry, looked up): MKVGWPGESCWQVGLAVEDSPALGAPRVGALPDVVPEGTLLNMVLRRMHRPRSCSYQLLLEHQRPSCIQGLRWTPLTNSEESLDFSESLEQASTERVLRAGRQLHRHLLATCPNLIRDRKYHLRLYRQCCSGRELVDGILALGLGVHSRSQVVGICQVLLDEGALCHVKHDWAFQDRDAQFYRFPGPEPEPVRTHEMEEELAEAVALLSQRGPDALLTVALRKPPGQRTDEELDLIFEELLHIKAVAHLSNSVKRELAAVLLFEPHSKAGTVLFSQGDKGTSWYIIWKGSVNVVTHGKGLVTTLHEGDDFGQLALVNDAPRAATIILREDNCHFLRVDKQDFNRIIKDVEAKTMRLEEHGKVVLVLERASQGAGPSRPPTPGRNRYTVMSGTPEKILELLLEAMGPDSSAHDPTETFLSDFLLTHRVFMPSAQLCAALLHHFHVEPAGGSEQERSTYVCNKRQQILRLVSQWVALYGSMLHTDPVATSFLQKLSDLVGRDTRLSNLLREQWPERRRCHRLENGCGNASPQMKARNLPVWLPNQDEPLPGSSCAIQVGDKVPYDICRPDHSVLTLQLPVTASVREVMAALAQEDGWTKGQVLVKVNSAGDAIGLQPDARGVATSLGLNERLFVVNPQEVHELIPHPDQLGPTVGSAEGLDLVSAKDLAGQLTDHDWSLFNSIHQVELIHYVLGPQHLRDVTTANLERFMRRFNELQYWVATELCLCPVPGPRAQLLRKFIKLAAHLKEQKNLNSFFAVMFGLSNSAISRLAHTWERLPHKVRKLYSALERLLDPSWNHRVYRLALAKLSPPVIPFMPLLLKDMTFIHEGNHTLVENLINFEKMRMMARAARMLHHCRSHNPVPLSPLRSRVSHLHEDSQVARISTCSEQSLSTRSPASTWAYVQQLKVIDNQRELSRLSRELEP
Abeta rescue: A-beta toxicity reversal in yeast; yeast expressing A-beta42, growth rescue, OD600, 48 h; response scale: 0% DMSO, 100% iron-clioquinol control; Potency, µM (titrated, usually from 46.1 µM), inactives show at the highest dose growth rescue, hits mostly activators; 0.063% of 410,000 active; further: potency means the concentration at half of the fitted maximal effect; nearly all actives have a fitted effect of over 55% in size
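Growth rescue measured by 600 nm absorbance after 48 h yeast culture at 30 C with compound. Values normalized between DMSO and an equimolar ferric chloride plus clioquinol control.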
EPAC1 ag: activates human EPAC1 exchange factor; Potency, µM (series often up to 154 µM), inactives show at the top dose activation, hits mostly activators; 0.073% of 360,000 active; EPAC1 agonist qHTS, biochemical assay; response scale: 100% = response to 6.5 mM cAMP; O95398; further: potency means the concentration at half of the fitted maximal effect; nearly all actives have a fitted effect of over 60% in size
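Compounds were pinned as a concentration titration into mixtures of EPAC1 (100 nM), BODIPY-GDP-loaded Rap1B (250 nM) and GDP (50 uM). After 5 min at room temperature, fluorescence was followed for 30 min; activity was scaled to 6.5 mM cAMP.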
aSyn yeast inh: rescues yeast growth from alpha-synuclein toxicity; 0.14% of 370,000 active; AID 652106; Yeast expressing alpha-synuclein, growth rescue, BacTiter-Glo, 24 h; Potency, µM (series often up to 46.1 µM), for inactives: top-dose growth rescue (activation), actives largely listed as activators; further: potency means the concentration at half of the fitted maximal effect; % of control where 0% means no effect; nearly all actives have a fitted effect of over 65% in size
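Galactose-induced alpha-syn yeast (OD600=0.02, raffinose-pregrown) + pinned cpd, 24 hr, 30 deg C; growth by BacTiter-Glo luminescence. Growth restoration scores as activation.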
WRN inhibitor: inhibitors of human WRN helicase. WRN helicase unwinding, fluorescent forked duplex, kinetic. 0.46% of 360,000 active. Q14191. Potency, µM (doses to about 114 µM), for the others: at the top dose activity change, negative = inhibition, hits mostly inhibitors; further: potency means the concentration at half of the fitted maximal effect; on the % scale 0 is the no-effect control and ±100 the full control effect; nearly all actives have a fitted effect of over 55% in size
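Enzyme (20 nM final) and test compound sit together 15 min at room temperature before substrate addition. Substrate is a single-forked duplex oligonucleotide (100 nM) labelled with fluorophore and quencher, with 2 mM ATP; helicase unwinding raises red fluorescence, read kinetically.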
PI5P4K alpha inh: inhibitors of human PI5P4K alpha | P48426 | PI5P4Kalpha enzyme, ADP-Glo luminescence, 60 min; stronger effect = lower value | max response, % | 1.2% of 330,000 active; active means max response of -50% or lower; inconclusive means between -30% and -50%; inactive means -30% or higher; further: value at the top dose of about 77 µM; on the % scale 0 is the no-effect control and ±100 the full control effect
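Luminescence from ADP-Glo served as readout of PI5P4Kalpha activity in a qHTS format. Reaction: enzyme, substrate, compound, ATP at 5 microM final, 60 min at RT.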
An asterisk follows results filed as active; ? = inconclusive; / = not tested or not shown; & = joins results of further samples; [ ] = remark or other dose. Unless noted, the call rests on the fitted dose curve; in most records, active means well fitted curve in the direction sought with a large enough effect; inconclusive means small, poorly fitted or top-dose-only effect, or another doubt; inactive means no such curve, though single readings can be large; an effect the other way counts as inactive or inconclusive.

SMILES	PLK1 PBD inh	FUS suppressor	IL-2 act	EPAC1 antagonist	Abeta rescue	EPAC1 ag	aSyn yeast inh	WRN inhibitor	PI5P4K alpha inh
CCOC(=O)c1c(NC(=O)COC(=O)c2ccccn2)sc(C)c1C	-1%	-10%	0.3	-4%	17%	1%	7%	0%	-2
COc1ccc(CCNC(=O)/C=C/C(=O)O)cc1	2%	4%	0.3	-7%	-10%	-10%	-7%	-2%	0
O=C(O)c1cccc(N2C(=O)c3ccc(C(=O)c4cccc([N+](=O)[O-])c4)cc3C2=O)c1	-5%	10%	0.0	10%	9%	-2%	-2%	-7%	0
Cc1ccc(C(=O)NCC(=O)N2CCC3(CC2)NCCc2[nH]cnc23)cc1C	-3%	6%	-0.6	-4%	13%	0%	2%	-4%	3
COc1cc(OC)c(NS(=O)(=O)c2cc(C(=O)NCCCN3CCOCC3)ccc2C)cc1Cl	1%	-6%	-1.8	0%	4%	-2%	-2%	10%	-14
CC(C(=O)OCC(=O)c1c(N)n(C)c(=O)n(C)c1=O)N1C(=O)c2ccccc2C1=O (configuration not stated)	-6%	4%	0.0	-7%	-15%	12%	-9%	2%	2
N#CCC(CNc1ncc(C(F)(F)F)cc1Cl)OC(=O)c1ccc(Cl)cc1 (configuration not stated)	2%	15%	-3.5	?	39%	?	-13%	-14%[57.1 µM]	/
Cc1cc(C)cc(NC(=O)c2cc(=O)c3ccccc3o2)c1	-9%	8%	0.5	-13%	13%	17%	0%	-1%	0
COc1ccc(C2c3[nH]c4ccccc4c3CCN2Cc2cccn2-c2ncccn2)cc1C (configuration not stated)	-6%	43%	0.7	-19%	-12%	-1%	7%	-17%	0
CC1(C(=O)NS(=O)(=O)c2cccc(C#N)c2)CCN1C(=O)Cc1ccc(-c2ccccc2)cc1 (configuration not stated)	-5%	-2%	0.6	-3%	4%	-11%	-4%	-17%	5
Cc1cc(-c2nnc(CCC(=O)NCc3cc(F)cc(C(F)(F)F)c3)o2)no1	-11%	26%	0.4	-20%	-15%	-20%	-9%	-1%	1
CCCc1c(C(=O)N/N=C/c2ccoc2)nnn1-c1nonc1N	-2%	-18%	-1.4	-9%	-6%	9%	-4%	-3%	-2
CCCNC(=S)Nc1ccc(S(N)(=O)=O)cc1	-11%	7%	-0.7	-2%	-1%	14%	2%	-3%	-9
COc1ccc(NS(=O)(=O)c2cc(NC(=O)c3nn(C)c(=O)c4ccccc34)ccc2OC)cc1	1%	18%	-1.3	-21%	5%	10%	1%	-10%[57.1 µM]	2
O=C(Nc1ccc2ccccc2n1)c1ccccc1Cl	-10%	-3%	0.2	-26%	-3%	6%	-12%	5%	4
COc1ccc(OC)c(CCNC(=O)c2ccc(CS(=O)Cc3cccc(Cl)c3)o2)c1 (configuration not stated)	-10%	13%&24%	-2.6	-7%	11%&5%	5%	1%	-8%	-1
O=C(NCCC1CCCCN1S(=O)(=O)c1ccccc1)C(=O)NCC1CCCO1 (configuration not stated)	-1%	12%	0.0	-4%	3%	-5%	-5%	-12%	-1
COc1ccc(N2CCN(S(=O)(=O)c3cccc(C(F)(F)F)c3)CC2)cc1	-1%	-7%	-1.2	6%	-2%	-13%	-1%	0%	/
CCOc1ccc(C2=C/C(=C/c3cccnc3)C(=O)O2)cc1	-9%	24%	1.9	9%	-6%	-4%	-5%	7%	0
COc1ccc(CNS(=O)(=O)c2cn(C)c(=O)n(C)c2=O)cc1	3%	/	1.4	0%	6%	-4%	-4%	1%	2

3 of the entries above in order of their number in EPAC1 ag, high to low:
| structure | PLK1 PBD inh | IL-2 act | EPAC1 antagonist | EPAC1 ag | WRN inhibitor | PI5P4K alpha inh |
| --- | --- | --- | --- | --- | --- | --- |
| Cc1ccc(C(=O)NCC(=O)N2CCC3(CC2)NCCc2[nH]cnc23)cc1C | -3% | -0.6 | -4% | 0% | -4% | 3 |
| COc1ccc(C2c3[nH]c4ccccc4c3CCN2Cc2cccn2-c2ncccn2)cc1C (configuration not stated) | -6% | 0.7 | -19% | -1% | -17% | 0 |
| COc1ccc(CNS(=O)(=O)c2cn(C)c(=O)n(C)c2=O)cc1 | 3% | 1.4 | 0% | -4% | 1% | 2 |

The listing continues:
SMILES	PLK1 PBD inh	FUS suppressor	IL-2 act	EPAC1 antagonist	Abeta rescue	EPAC1 ag	aSyn yeast inh	WRN inhibitor	PI5P4K alpha inh
COc1ccc(/C=C/C(=O)c2c(C)nc3ccccn23)cc1	-3%	8%	-2.5	14%	16%	-2%	-13%	7%	/
CSc1ccccc1C(=O)N1CCCC(CNC(=O)c2ccc(F)cc2)C1 (configuration not stated)	-10%	-4%	1.5	13%	10%	1%	-3%	2%[57.1 µM]	11
CN1/C(=C\C=C(/C#N)C(=O)Nc2ccccc2F)C(C)(C)c2ccccc21	3%	/	23	16%	-6%	?	1%	-12%	-1
CC(=O)Nc1c(O)nc(SCC(=O)N2CCCCC2)[nH]c1=O	6%	/	0.5	7%	3%	0%	1%	-1%	1
CNC(=O)c1cc(C)c(-c2ccccc2)s1	-13%	?	1.3	-2%	-6%	2%	-19%	-10%	/
COC(=O)c1sccc1NC(=O)CSc1cc(Cl)ccc1Cl	-6%	-14%	-0.8	-24%	12%	-2%	8%	-27%[57.1 µM]	15
Cc1ccccc1-c1cc(C(=O)Nc2nc3c(s2)CCCC3)c2ccccc2n1	?	22%	-0.4	-4%	15%	-5%	5%	-4%	/
Cn1c(Cn2c(=O)sc3ccccc32)nnc1SCc1ccccc1F	0%	1%	-4.7	9%	-11%	1%	0%	11%	-8
CC(=O)Nc1ccccc1C(=O)C(=O)Nc1ccc(F)c(Cl)c1	2%	-15%	0.4	0%	-7%	-3%	1%	3%	4
COc1cccc(C(=O)Nc2nnc(S(=O)(=O)N3CCOCC3)s2)c1	-5%	16%&-5%	6.0	8%	-12%&-11%	-2%	-1%	1%	-8
Cc1cccc(C)c1NC(=O)c1sc(N)nc1-c1ccccc1	-3%	-1%	1.5	3%	-7%	-4%	-8%	1%	0
COc1ccc(NC(=O)C2CCCN2C(=O)OC(C)(C)C)cc1 (configuration not stated)	-2%	-30%	-1.1	-5%	-19%	8%	-1%	9%	2
CCCn1c(NC(=O)c2ccccc2)nc2ccccc21	-8%	/	-4.8	9%	-2%	-4%	?	-6%	1
COc1cccc(N(C(=O)CNC(=O)c2ccco2)C(C(=O)NC2CCCC2)c2ccco2)c1 (configuration not stated)	0%	-30%	1.7	-4%	-4%	-4%	4%	1%	3
CCC(=O)N1CCc2cc(S(=O)(=O)NC(C(=O)N3CCN(c4ccc(F)cc4)CC3)C(C)C)ccc21 (configuration not stated)	0%	9%	-0.7	8%	9%	-1%	9%	5%	-6
O=C(N/C(=C\c1ccc2c(c1)OCO2)C(=O)N1CCOCC1)c1cccs1	-4%	-8%	1.1	-7%	1%	6%	1%	-4%	/
CS(=O)(=O)Nc1ccc(C(=O)N2CCCCC2)cc1	-4%	-15%	-1.7	2%	12%	-5%	0%	2%	/
O=C(N/N=C/c1cccnc1)c1ccccc1Cl	-6%	-11%	0.1	15%	-3%	0%	19%	-8%	0
Cc1ccc(-n2nc(C(=O)O)cc2-c2ccc(Cl)cc2)cc1	-7%	17%	-0.1	-12%	3%	-1%	2%	-24%	7
CCOC(=O)c1c(NC(=O)CCC(=O)O)sc2c1CC(C)(C)OC2	-6%	7%	-0.3	-17%	-1%	-12%	6%	-17%	7

Some entries already given, limited to WRN inhibitor, EPAC1 antagonist and PLK1 PBD inh:
structure	WRN inhibitor	EPAC1 antagonist	PLK1 PBD inh
COc1cccc(N(C(=O)CNC(=O)c2ccco2)C(C(=O)NC2CCCC2)c2ccco2)c1 (configuration not stated)	1%	-4%	0%
Cc1ccc(C(=O)NCC(=O)N2CCC3(CC2)NCCc2[nH]cnc23)cc1C	-4%	-4%	-3%
N#CCC(CNc1ncc(C(F)(F)F)cc1Cl)OC(=O)c1ccc(Cl)cc1 (configuration not stated)	-14%[57.1 µM]	?	2%

The listing continues:
SMILES	PLK1 PBD inh	FUS suppressor	IL-2 act	EPAC1 antagonist	Abeta rescue	EPAC1 ag	aSyn yeast inh	WRN inhibitor	PI5P4K alpha inh
Cn1c(O)c(N=NC(=O)c2ccco2)c2ccccc21	-9%	16%	0.7	-15%	-11%	5%	-1%	-7%	6
CCn1cc(/C=N/NC(=O)c2cc3c(ccc4ccccc43)o2)c2ccccc21	-4%	/	-3.1	6%	2%	12%	10%	-28%	17
COc1ccccc1CCc1nnc(CCC(=O)N(C)Cc2cccc3cnccc23)o1	-17%	2%	-2.4	-9%	-5%	-5%	0%	-5%	-2
Cc1cc(C)n(CC(C)O)c(=O)c1C#N (configuration not stated)	-5%	-1%	0.8	2%	-14%	2%	-5%	-4%	/
C=CCn1c(COc2ccc(F)cc2)nnc1SCC(=O)c1c[nH]c2c(CC)cccc12	-13%	/	-1.7	-9%	-13%	6%	-14%	10%	12
COc1ccccc1CNC(=O)COC(=O)Cc1c(F)cccc1Cl	-12%	24%	-3.4	-25%	11%	13%	1%	2%	1
CN(C)c1ccc(N=c2sc3ccccc3n2C)cc1	-11%	-1%	-0.2	10%	-25%	16%	-2%	-22%	/
C[C@@H](NC(=O)[C@@H]1Cc2ccccc2CN1C(=O)OC(C)(C)C)C(=O)NC1CCCCC1	-14%	13%	13	10%	1%	-3%	0%	-1%	3
CC(C)(C)NC(=O)NC(=O)CN1CCN(S(=O)(=O)c2ccccc2)CC1	-1%	10%	-3.9	-5%	1%	3%	1%	-9%	1
Cc1ccc(NC(=O)CCN2CCC(Cc3ccccc3)CC2)cc1	-12%	11%	-2.6	1%	6%	-3%	0%	16%	8

Taken from the results shown for reference:
SMILES	PLK1 PBD inh	FUS suppressor	IL-2 act	EPAC1 antagonist	Abeta rescue	EPAC1 ag	aSyn yeast inh	WRN inhibitor	PI5P4K alpha inh
Cn1c(O)c(N=NC(=O)c2ccco2)c2ccccc21	-9%	16%	0.7	-15%	-11%	5%	-1%	-7%	6
CCn1cc(/C=N/NC(=O)c2cc3c(ccc4ccccc43)o2)c2ccccc21	-4%	/	-3.1	6%	2%	12%	10%	-28%	17
COc1ccccc1CCc1nnc(CCC(=O)N(C)Cc2cccc3cnccc23)o1	-17%	2%	-2.4	-9%	-5%	-5%	0%	-5%	-2

Assay outcomes deposited in PubChem BioAssay by National Center for Advancing Translational Sciences (NCATS).
